SRC2 inh – human SRC2 (NCOA2) inhibition; Q15596; HEK293 GAL4-SRC2 luciferase reporter, luminescence; inhibition, % at 9 µM; hit rate 0.17% among 370,000;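 active = inhibition above the mean inhibition of all tested compounds plus 3 SD, set per campaign, cut at about 52% in these data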;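 note: 0% = DMSO treated cells and 100% = cells given Gossypol at 36 µM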
C8 TRAIL sens – caspase-8 TRAIL sensitization | NB7+C8 cells + TRAIL, ATPlite viability luminescence | inhibition (viability loss, TRAIL sensitization), % at 10 µM | hit rate 1% among 360,000;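 active = compounds causing at least 50% loss of cell viability in the single-dose screen, relative to plate controls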
NCOA1 inh – inhibitors of human steroid receptor coactivator 1 (SRC1) | HEK293 GAL4-SRC1 luciferase reporter, luminescence | Q15788 | hit rate 0.12% among 360,000 | inhibition, % at 3.6 µM;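 active = inhibition above the campaign mean plus 3 SD, with each screening campaign given its own cutoff, cut at about 60% in these data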;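 note: 0% = DMSO treated cells and 100% = gossypol at 36 µM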
NCOA3 inh – human NCOA3 inhibition; Q9Y6Q9; HEK293 GAL4-SRC3 luciferase reporter, luminescence; inhibition, % at 3.6 µM; hit rate 0.17% among 360,000; AID 588352;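 active = inhibition above a per-campaign cutoff, the mean of all compounds plus 3 SD, cut at about 60% in these data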;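 note: 0% = DMSO-treated cells and 100% = gossypol-treated cells at 36 µM; higher means less SRC3-driven luciferase light from the GAL4 reporter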
LMP1 NFkB inh – Epstein-Barr LMP1 NF-kappaB reporter inhibition; LMP1-induced NF-kappaB luciferase reporter cells, luminescence; inhibition, % at 12.5 µM; hit rate 0.69% among 350,000; in the data active = inhibition above about 41%;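 note: 0% = neutral control wells and 100% = reference inhibitor control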
LRH-1 inv ag – NR5A2 inverse agonism in reporter assay; hit rate 0.13% among 360,000; O00482; inhibition, % at 3.6 µM; HEK293T StAR-luciferase reporter, LRH-1 transfected, 24 h;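 active = inhibition above the mean inhibition of all tested compounds plus 3 SD, cut at about 73% in these data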;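 note: 0% = DMSO wells and 100% = reporter-only cells lacking LRH-1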
NOD2 RIPK2 PPI – NOD2-RIPK2 protein interaction inhibition | inhibition, % at 4.98 µM | CHO BLA complementation NOD2-RIPK2, CCF4 ratio | hit rate 0.38% among 360,000 | O43353; in the data active = inhibition above about 21%;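 note: 0% = vehicle only and 100% = reference blocker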
TWEAK Fn14 block – TWEAK-Fn14 signaling inhibition; TWEAK-stimulated Fn14 reporter cells, luciferase luminescence, 8 h; inhibition, % at 10 µM; hit rate 2% among 360,000; in the data active = inhibition above about 50%
TLR9-MyD88 block – blocks human TLR9 binding to MyD88. inhibition, % at 4.98 µM. AID 504734. Q9NR96+Q99836. hit rate 0.21% among 340,000. CHO BLA complementation TLR9-MyD88, CCF4 FRET ratio;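 active = inhibition above the mean over all tested compounds plus 3 SD, cut at about 21% in these data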;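 note: 0% = DMSO only wells and 100% = clavulanate BLA inhibitor control wells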
TROY NFkB inh – inhibitors of TROY-dependent NF-kB signaling. Q293 LMP1-TROYcd NF-kB luciferase reporter, 4 h. inhibition, % at 10 µM. hit rate 0.98% among 360,000. AID 1347056;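 active = compounds whose plate-normalised and pattern-corrected inhibition of the luciferase reporter signal at the single screening dose is 50% or more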
NR2F2 inh – NR2F2 (human) inhibition, primary screen; P24468; HEK293T NGFI-A luciferase reporter, luminescence; inhibition, % at 8.6 µM; hit rate 0.7% among 370,000; AID 686940;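 active = inhibition above a per-plate cutoff, mean inhibition of test wells between control levels plus 3 SD, cut at about 38% in these data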;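 note: cells cotransfected with COUP-TFII expression vector driving the NGFI-A reporter; 0% = median of COUP-TF2 test wells and 100% = reporter-only cells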
Active calls of the source: *; . = not tested or not shown.

Below each compound: SRC2 inh, C8 TRAIL sens, NCOA1 inh, NCOA3 inh, LMP1 NFkB inh, LRH-1 inv ag, NOD2 RIPK2 PPI, TWEAK Fn14 block, TLR9-MyD88 block, TROY NFkB inh, NR2F2 inh
- CC(=O)NCCc1nc2ccccc2n1CCOc1ccccc1
  -15, -7, 6, 3, -2, 10, 10, 3, 1, -3, 19
- CC(=O)Nc1ccc(C(=O)COC(=O)c2c(C)noc2C)c(F)c1
  -46, 1, 0, 9, 1, 1, 6, 2, 0, -14, 3
- Cc1nc(N2CCN(C)CC2)[nH]c(=O)c1Cc1cccc2ccccc12
  -2, 12, -7, 8, -18, -16, -3, -16, 1, -7, -7
- CCOc1ccc(NC(=O)Cn2nnc(-c3ccccc3NC(=O)c3cccs3)n2)cc1
  -25, 7, 1, 12, -4, -4, 9, -1, 1, 17, 6
- O=C(Nc1ccc(Cl)c([N+](=O)[O-])c1)c1ccco1
  -9, 2, -10, -13, -8, -19, 8, -6, -5, -14, -11
- O=C(Nc1ccc(N2CCOCC2)cc1N1CCOCC1)c1ncoc1-c1cccc(F)c1
  16, 8, -17, -3, 1, -6, 2, 10, 6, 11, -5
- CCSc1nnc(NC(=O)c2cc(-c3ccc(C)c(C)c3O)n[nH]2)s1
  -6, -12, -3, -18, -8, 6, -13, -11, 3, -2, 23
- COc1ccc(C(=O)N2c3cc4c(cc3C(C)=CC2(C)C)OCO4)cc1
  5, -2, -9, 20, -8, -13, 3, 10, -3, 23, -2
- CCc1ccccc1NC(=O)CN(C)C(=O)CSc1nnc(Nc2cccc(C)c2)s1
  -2, -9, -1, -10, -8, 2, -2, 21, -4, -10, -7
- NC(=O)c1ccc(Oc2ccc3ccc(=O)oc3c2)c([N+](=O)[O-])c1
  15, -4, -1, 16, -15, -14, 6, -5, 5, 15, 18
- CN(C[C@H](Cc1ccccc1)N(C[C@H](Cc1ccccc1)N(CCc1cc(C(F)(F)F)cc(C(F)(F)F)c1)N=O)N=O)N=O
  4, 26, 23, 12, -1, 29, 1, 3, -9, 0, 7
- C/C=C\C(=O)Nc1cccc(C2=NOC3(C2)C[C@@H](C(N)=O)N(C(=O)COc2ccc(Cl)cc2)C3)c1 (stereo partly specified)
  14, 4, -12, -4, 9, 18, -5, -1, -3, 11, -8
- COc1ccc(CCNS(=O)(=O)c2ccc3c(c2)OCCO3)cc1
  -1, -3, -8, 7, -2, 13, 13, 17, 15, 5, 3
- C=C1CCN([C@@H](Cc2ccccc2)C(=O)NC2CCN(Cc3ccccc3)CC2)S(=O)(=O)c2ccccc21
  -1, 6, 4, 4, 0, 2, -6, 13, -2, 7, 12
- O=C(OCn1nnc2ccccc2c1=O)c1ccc2ccccc2n1
  12, -3, -1, 18, 4, 9, -2, 14, -7, -32, 0
- CCNC(=S)NNC(=O)c1cc(-c2ccc(OC)cc2)nc2ccccc12
  -45, 89*, -129, -77, 31, -106, -6, -7, 0, -15, -38
- CCCN(CCC)c1nc(Cl)nc(NCCN2CCOCC2)n1
  16, -4, -11, -2, 1, -8, 2, 9, 3, 17, 12
- COc1ccccc1C(=O)NC(=O)Cn1nc(C)c([N+](=O)[O-])c1C
  -20, -5, -10, 6, 12, -1, 4, 5, -1, -7, -9
- N/C(COc1ccc(Cl)cc1Cl)=N\O
  -7, -18, -27, 3, -2, 15, -18, 7, -2, 7, -10
- CC1CCCCC1NC(=O)NC(=O)COC(=O)c1cncc(Br)c1 (stereo unspecified)
  25, -5, 16, -13, 30, -2, 1, -6, -3, 3, -6

Filtered by structure, the entries above containing an aryl thioether with sulfur outside any ring.
Below each compound: SRC2 inh, C8 TRAIL sens, NCOA1 inh, NCOA3 inh, LMP1 NFkB inh, LRH-1 inv ag, NOD2 RIPK2 PPI, TWEAK Fn14 block, TLR9-MyD88 block, TROY NFkB inh, NR2F2 inh
- CCSc1nnc(NC(=O)c2cc(-c3ccc(C)c(C)c3O)n[nH]2)s1
  -6, -12, -3, -18, -8, 6, -13, -11, 3, -2, 23
- CCc1ccccc1NC(=O)CN(C)C(=O)CSc1nnc(Nc2cccc(C)c2)s1
  -2, -9, -1, -10, -8, 2, -2, 21, -4, -10, -7

New compounds follow:
Below each compound: SRC2 inh, C8 TRAIL sens, NCOA1 inh, NCOA3 inh, LMP1 NFkB inh, LRH-1 inv ag, NOD2 RIPK2 PPI, TWEAK Fn14 block, TLR9-MyD88 block, TROY NFkB inh, NR2F2 inh
- CCN(CC)c1ccc(/C=N/NC(=O)CNC(=O)c2cccnc2)cc1
  -1, -28, 3, -27, -4, 27, -7, -7, -7, -3, 1
- CCN1CCN(c2ncc(C(=O)N3CCCc4ccccc43)c3ccccc23)CC1
  -4, 13, 6, 1, 0, 13, -1, -3, -1, 13, -3
- CC(C)(C)NC(=O)C(c1cccs1)N(CC1CCCO1)C(=O)c1ccc(-c2ccccc2)[nH]1 (stereo unspecified)
  -7, 4, -18, 10, 7, -1, 3, 5, -3, -13, -13
- CCCN=C1N(C)C[C@@H]2[C@@H]3C(=O)N(Cc4ccccc4)C(=O)[C@@H]3[C@](C)(C(=O)OC)N12
  ., 7, 5, 0, -3, 35, -8, 2, 3, 8, .
- CC(C)(C)c1ccc(/C=C(\C#N)C(=O)Nc2ccccn2)cc1
  15, -11, 0, 6, 4, -2, -16, 28, 5, 12, -12
- Cc1cccc(C(C)C)c1NC(=O)COC(=O)C1CC(=O)N(Cc2ccccc2)C1 (stereo unspecified)
  -19, 6, -8, 17, -6, -2, 7, -2, -1, -12, -1
- CCSc1nnc(NC(=O)CSc2nnc(Cc3cccn3C)n2-c2ccc(C)cc2)s1
  6, -11, -24, -13, 0, -6, -1, -3, 1, -17, 13
- CC(Cc1cccs1)NC(=O)Nc1cccc(Cl)c1 (stereo unspecified)
  -29, -12, -54, -23, -15, -12, -10, -4, -5, -23, 6
- CC(=O)N1CCN(C(=S)c2cccc([N+](=O)[O-])c2)CC1
  7, -3, 4, 16, -5, -9, -3, -11, -11, -12, -11
- CC(C)(C)c1ccccc1NC(=O)c1cccnc1
  -21, -20, -4, 2, -12, 8, -1, 7, -4, 13, 15
- O=C1C2C3C=CC(C4CC34)C2C(=O)N1c1ccc2c(c1)OCO2 (stereo unspecified)
  3, 14, 17, -5, -14, 11, -4, -4, 5, -7, -2
- CC(/C=C/c1ccc2c(c1)OCO2)=N/NC(=O)c1ccc(C)nc1
  16, -10, 0, 8, 4, 10, -5, -12, 0, 2, -3
- COc1ccc(S(=O)(=O)N2CCCOC2CNC(=O)C(=O)NCCc2ccco2)cc1C (stereo unspecified)
  12, 17, -16, -10, -7, 6, -6, 18, -1, 9, 9
- O=C(CSc1nnc(-c2csc3c2CCCC3)o1)Nc1ccccc1
  -41, 77*, -82, -61, -29, -99, 0, 9, 1, 42, -47
- O=[N+]([O-])c1ccccc1S(=O)(=O)Oc1ccccc1/C=N/n1cnnc1
  23, 0, 4, 10, -7, -12, 4, 11, -7, -5, -21
- Cc1nnc(SCC(=O)N2CCc3ccccc32)n1-c1ccccc1
  -8, -4, 2, 10, -2, -2, -4, 8, -4, -6, 9
- COc1ccc(C(C)(O)c2nc(-c3cccc(C#N)c3)cs2)cc1 (stereo unspecified)
  -3, 14, 11, 0, ., -2, -10, 15, ., 16, 6
- CCOC(=O)Nc1ccc2c(CNC(C)c3ccccc3OC)cc(=O)oc2c1 (stereo unspecified)
  -13, 5, -12, 5, -3, 2, 4, -3, -5, -3, -5
- COc1ccc(C2CC(c3ccccc3)=NN2S(=O)(=O)c2ccc(C)cc2)c(OC)c1 (stereo unspecified)
  25, 1, 0, 2, -3, 13, -11, 23, -6, -29, 3
- C=CCn1c(SCC(=O)c2cccs2)nc2sc(C)cc2c1=O
  -3, 4, 6, -3, -15, 3, 7, 44, -3, 28, 17

6 structures already listed, sorted by count of non-hydrogen atoms, falling.
Below each compound: SRC2 inh, C8 TRAIL sens, NCOA1 inh, NCOA3 inh, LMP1 NFkB inh, LRH-1 inv ag, NOD2 RIPK2 PPI, TWEAK Fn14 block, TLR9-MyD88 block, TROY NFkB inh, NR2F2 inh
- CC(C)(C)NC(=O)C(c1cccs1)N(CC1CCCO1)C(=O)c1ccc(-c2ccccc2)[nH]1 (stereo unspecified)
  -7, 4, -18, 10, 7, -1, 3, 5, -3, -13, -13
- CCCN=C1N(C)C[C@@H]2[C@@H]3C(=O)N(Cc4ccccc4)C(=O)[C@@H]3[C@](C)(C(=O)OC)N12
  ., 7, 5, 0, -3, 35, -8, 2, 3, 8, .
- O=[N+]([O-])c1ccccc1S(=O)(=O)Oc1ccccc1/C=N/n1cnnc1
  23, 0, 4, 10, -7, -12, 4, 11, -7, -5, -21
- CC(/C=C/c1ccc2c(c1)OCO2)=N/NC(=O)c1ccc(C)nc1
  16, -10, 0, 8, 4, 10, -5, -12, 0, 2, -3
- CC(C)(C)c1ccc(/C=C(\C#N)C(=O)Nc2ccccn2)cc1
  15, -11, 0, 6, 4, -2, -16, 28, 5, 12, -12
- CC(Cc1cccs1)NC(=O)Nc1cccc(Cl)c1 (stereo unspecified)
  -29, -12, -54, -23, -15, -12, -10, -4, -5, -23, 6

Next section.
Below each compound: SRC2 inh, C8 TRAIL sens, NCOA1 inh, NCOA3 inh, LMP1 NFkB inh, LRH-1 inv ag, NOD2 RIPK2 PPI, TWEAK Fn14 block, TLR9-MyD88 block, TROY NFkB inh, NR2F2 inh
- O=C(NNc1ccccn1)C(=O)NNS(=O)(=O)c1ccc(F)cc1
  -5, 2, -8, -16, 1, 4, -12, -11, 8, 2, 2
- CCN(CC)C(=O)Cn1cc(S(=O)(=O)CC(=O)Nc2ccc3c(c2)OCCO3)c2ccccc21
  -45, 7, -27, 4, -11, -37, -7, -6, -2, -24, -2
- COc1ccccc1NC(=O)C(=O)NCC(c1ccco1)N1CCc2ccccc21 (stereo unspecified)
  -14, 2, 5, 14, -13, 7, -11, 1, -11, -34, 0
- Cc1ccc(N(CC(=O)N/N=C/c2cccnc2)S(=O)(=O)c2ccccc2)cc1
  -4, -5, 14, -9, -6, -1, 4, -1, -1, 0, 1
- COC(=O)[C@H]1[C@H](c2ccccc2)[C@H](C(=O)OC)O[C@H]1c1ccccc1
  9, -10, -15, 9, -5, 0, -6, -4, 7, 0, -6
- Oc1ccccc1CNCc1ccccc1
  -4, -5, -17, 1, 0, -2, 0, -8, -7, 4, -12
- COCC(C)NC(=O)Cc1ccc(Cl)cc1 (stereo unspecified)
  6, -2, -25, 6, 0, -17, 4, -9, 0, -6, 8
- CC(C)CC(=O)Nc1ccc2nn(-c3ccccc3)nc2c1
  -35, 18, -133, -65, -60, -188, -6, 3, -1, -59, -46
- C=CCNC(=O)C1CCC(CNc2nc(=S)[nH]c3ccccc23)CC1 (stereo unspecified)
  -12, 2, 10, 0, 6, 11, -7, -6, -4, 4, 11
- O=C(NCc1ccc(Cl)cc1)C1CCCN1C(=O)Nc1ccc(F)cc1 (stereo unspecified)
  4, 3, -4, -3, 1, 14, 0, 16, 2, 12, -13
- Cc1nn(CC(=O)Nc2cccc(C(F)(F)F)c2)c(=O)c2cccn12
  -8, -11, -17, 8, 4, 6, -7, -2, -7, 17, 15
- FC(F)(F)c1cccc(/C=N/NC(=S)NC2CCCCC2)c1
  10, -14, -25, 14, 2, -2, -8, -14, 5, 12, 9

An excerpt (hit frequency here may not be typical).
